# APP 5'UTR act: activators of APP 5'UTR luciferase reporter, primary screen, SH-SY5Y cells | SH-SY5Y APP 5'UTR luciferase reporter, luminescence; zero percent = DMSO vehicle wells | activation, % at 2 µM | 190,000 tested, 1% active | AID 1276, 2008;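 active = activation above a set limit, based on mean plus 3 SD of controls, cut at about 140% in these data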; also: values of inactives mirror those of a sister screen read the other way
# STAT3 act: IL-6 driven STAT3 reporter potentiators, primary screen, U3A cells, luciferase, luminescence, MLSCN library; activation (% of control), % at 5.6 µM; IL-6 STAT3-luciferase reporter; 100% = signal with IL-6 EC80 alone; 190,000 tested, 0.91% active; AID 871, 2007;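 active = activation above the screen-wide mean of compound activation plus 3 SD, cut at about 130% in these data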;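 also: 0% = background luminescence of wells with medium and substrate only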
#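 Material: human U3A cells carrying STAT3-luciferase construct. Measured by: reporter luminescence signal. Timing: compound 1 h, then IL-6 6 h at 37 °C.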
# Hsp70 act: Hsp70 transcriptional activators, primary screen, cell-based, HeLa, Hsp70 promoter luciferase, luminescence, 10 µM; HeLa Hsp70 promoter luciferase reporter; scaled: vehicle 0, proteasome-inhibitor control 100%; 200,000 tested, 0.04% active; activation, % at 10 µM;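 active = activation above the mean across all tested compounds plus 3 SD, cutoff set per campaign, cut at about 5.5% in these data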;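 also: 100% = MG132 at 30 µM as the positive control and 0% = DMSO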
# TLR4 MyD88 comp: inhibitors of TLR4-MyD88 association in cells, primary screen, cell-based, HeLa CL3-4, BLA complementation, FRET ratio. HeLa CL3-4 TLR4/MyD88 BLA complementation. inhibition, % at 8.4 µM. AID 861, 2007. 200,000 tested, 0.18% active. Toll-like receptor 4 (Homo sapiens) + Myeloid differentiation primary response protein …; in the data active = inhibition above about 25%;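 also: 0% = vehicle and 100% = reference inhibitor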
# Target sequence (O00206 whole entry, looked up): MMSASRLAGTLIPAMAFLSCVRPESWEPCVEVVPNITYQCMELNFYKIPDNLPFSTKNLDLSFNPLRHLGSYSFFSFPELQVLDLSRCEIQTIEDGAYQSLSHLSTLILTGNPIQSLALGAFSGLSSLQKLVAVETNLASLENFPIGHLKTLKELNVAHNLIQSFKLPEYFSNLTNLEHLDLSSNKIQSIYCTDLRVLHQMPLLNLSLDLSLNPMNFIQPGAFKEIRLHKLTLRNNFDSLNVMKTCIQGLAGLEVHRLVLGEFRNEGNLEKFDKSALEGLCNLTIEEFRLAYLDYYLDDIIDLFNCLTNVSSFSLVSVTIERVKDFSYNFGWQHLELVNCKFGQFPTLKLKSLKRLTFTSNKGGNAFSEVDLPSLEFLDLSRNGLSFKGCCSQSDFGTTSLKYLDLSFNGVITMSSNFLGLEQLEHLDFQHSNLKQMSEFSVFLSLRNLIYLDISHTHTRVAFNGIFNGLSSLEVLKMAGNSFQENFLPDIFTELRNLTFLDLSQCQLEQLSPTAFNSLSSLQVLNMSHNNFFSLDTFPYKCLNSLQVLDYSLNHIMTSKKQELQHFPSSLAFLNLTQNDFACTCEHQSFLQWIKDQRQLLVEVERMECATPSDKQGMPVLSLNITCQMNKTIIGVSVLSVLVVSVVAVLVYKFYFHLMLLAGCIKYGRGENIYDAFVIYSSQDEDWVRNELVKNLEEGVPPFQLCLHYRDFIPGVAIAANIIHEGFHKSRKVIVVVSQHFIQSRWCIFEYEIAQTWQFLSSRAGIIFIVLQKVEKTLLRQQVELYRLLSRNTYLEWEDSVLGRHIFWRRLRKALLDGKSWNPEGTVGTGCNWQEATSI
# Target sequence (Q99836 whole entry, looked up): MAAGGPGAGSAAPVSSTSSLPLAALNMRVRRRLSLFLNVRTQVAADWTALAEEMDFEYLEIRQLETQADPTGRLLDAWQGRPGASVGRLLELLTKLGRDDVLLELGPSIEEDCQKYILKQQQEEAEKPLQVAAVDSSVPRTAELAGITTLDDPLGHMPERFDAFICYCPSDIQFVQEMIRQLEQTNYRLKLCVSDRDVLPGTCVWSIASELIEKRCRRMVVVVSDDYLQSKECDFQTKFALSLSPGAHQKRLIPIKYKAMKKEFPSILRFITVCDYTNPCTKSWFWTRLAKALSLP
# Redox H2O2 prof: compounds producing H2O2 with reducing agent – biochemical, NIH compound library profiling, artefact control for MLSCN library redox annotation, primary screen. DTT-dependent redox cycling H2O2, phenol red/HRP absorbance; 100% = 100 µM peroxide control, 0% = buffer. 200,000 tested, 0.03% active. activation, % at 10 µM;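 active = activation of at least 50% relative to the plate's high and low controls in the primary single-dose screen; inactive = activation below 50%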;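 also: compound incubated with DTT at 0.8 mM final as the reducing agent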
# STAT3 inh: IL-6 driven STAT3 reporter inhibitors, primary screen, U3A cells, luciferase, luminescence, MLSCN library; 190,000 tested, 0.89% active; IL-6 STAT3-luciferase reporter; host cell line lacks STAT1; inhibition, % at 5.5 µM;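 active = inhibition above the mean inhibition across all screened compounds plus 3 SD, cut at about 44% in these data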;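 also: 0% = DMSO only wells and 100% = 100 µM nifuroxazide control wells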
# HMGR II inh: inhibitors of E. faecalis class II HMGR, primary screen, biochemical, Enterococcus faecalis. inhibition, % at 10 µM. 190,000 tested, 0.41% active. purified E. faecalis HMGR, NADPH absorbance 340 nm kinetic. HMG-CoA reductase (Enterococcus faecalis, mvaE);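 active = inhibition above a set limit, the median over all tested compounds plus 3 SD, cut at about 9.5% in these data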;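 also: enzyme runs in reverse so mevalonate oxidation gives rising NADPH absorbance; 0% = complete reaction with DMSO and 100% = background rate lacking mevalonate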
# NF-kB expr up: activators of NF-kB expression in neurons, primary screen, cell-based, HTS | human neuronal cells, NF-kB reporter expression; hits give high values | 190,000 tested, 1.6% active | fold change at 12.5 µM; in the data active = fold change above about 3.3
# STAT1 activator: STAT1 signaling activators, primary screen, cell-based, HTS, luciferase reporter. NIH 3T3 STAT1-luciferase reporter, IFN-gamma, luminescence; 100% = IFN-gamma alone, no compound. activation (% of control), % at 5.5 µM. 200,000 tested, 2.6% active;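 active = activation above the screen-wide mean activation plus 3 SD, cut at about 130% in these data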;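 also: raw ratio to IFN-gamma control signal so 100% means no change and 0% no light; values of inactives mirror those of a sister screen read the other way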
# STAT1 blocker: STAT1 signaling inhibitors, primary screen, cell-based, HTS, luciferase reporter; NIH 3T3 STAT1-luciferase reporter, IFN-gamma, luminescence; inhibition, % at 5.5 µM; 200,000 tested, 0.35% active;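 active = inhibition above a set limit, the mean inhibition across all tested compounds plus 3 SD, cut at about 34% in these data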;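 also: 0% = IFN-gamma with DMSO and 100% = IFN-gamma with 300 µM nifuroxazide; values of inactives mirror those of a sister screen read the other way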
# * marks the source's active call; other numbers are inactive results; / = not tested or not shown.
SMILES,APP 5'UTR act,STAT3 act,Hsp70 act,TLR4 MyD88 comp,Redox H2O2 prof,STAT3 inh,HMGR II inh,NF-kB expr up,STAT1 activator,STAT1 blocker
CCCCCn1c(=O)[nH]c2cc(C(=O)O)ccc2c1=O,16,107,0.1,9,-2.0,-1,0,0.77,109,-8
Cc1ccc(C(=O)/C=C/C(=O)c2ccc(C)cc2)cc1,-67,109,0.5,15,-1.8,-8,1,1.5,89,11
c1ccc(Sc2ncnc3c2oc2ccccc23)nc1,68,103,-0.1,-6,-1.5,-1,-2,2.3,132*,-35
CC(=O)Nc1ccc2[nH]c(C)c(CC=C(Cl)Cl)c(=O)c2c1,25,92,-0.2,-2,0.1,10,0,1.3,107,-2
COc1ccc(CC(=O)Nc2nnc(C(C)(C)C)s2)cc1OC,12,90,-0.1,9,-0.4,18,-4,1.1,78,23
CS(=O)(=O)N(CC(=O)N1CCCCC1)c1sc2c(c1C#N)CCCC2,2,98,-0.5,-2,1.2,6,-2,1.1,97,3
Cc1[nH]c2ccccc2c1-c1ccc(Cl)nn1,-6,83,-0.1,5,12,22,-4,1.1,105,-5
Cc1ccc(F)c(NC(=O)c2ccc(Cn3cc(Cl)cn3)cc2)c1,23,93,-0.2,-1,0.1,13,-1,1.2,98,-1
O=C(N/C(=C/c1ccccc1)C(=O)N1CCCCCC1)c1ccccc1,16,92,0.0,-5,-0.2,20,-2,0.95,99,1
COc1ccccc1C(C)NCC(=O)Nc1c(F)cccc1F (stereo not drawn),13,106,0.0,-16,0.7,-1,1,0.88,102,-5
S=C(NCc1ccco1)N1CCN(c2nc(-c3ccccc3)cs2)CC1,2,90,-0.4,-3,-0.8,14,-6,0.75,94,5
CCOC(=O)N1CCN(C(=O)CSc2nnc(-c3cccc(Cl)c3)o2)CC1,15,113,-0.1,1,0.1,-16,3,0.84,94,7
O=C(O)c1ccc(CNCc2c(Cl)cccc2Cl)cc1,4,100,-0.2,7,-0.8,9,-1,1.3,98,2
O=C(CN1CCC(Cc2ccccc2)CC1)N1CCc2ccccc2C1,16,97,0.1,-4,-1.9,6,-3,0.86,96,3
Cc1nnc(SCc2ccccc2Cl)n1CC1CCCO1 (stereo not drawn),8,100,-0.4,9,2.1,3,16*,1,112,-13
COc1ccc(N2C(=O)CC(Nc3ccc(C)cc3)C2=O)cc1 (stereo not drawn),9,96,-0.2,-6,-0.1,5,0,1,105,-6
CC1(C)Cc2c(sc3ncn4nc(-c5ccco5)nc4c23)CO1,-6,105,-0.1,-4,1.1,-5,/,/,98,2
CC(C)CNC(=O)Nc1ccc(F)c(Cl)c1,9,92,0.0,-4,-1.1,17,-5,1.2,113,-14
CN(C)c1ccc(/C=C/c2nnnn2-c2ccccc2)cc1,132,113,-0.2,15,-0.6,-18,0,3.9*,172*,-81
COCCNC(=O)c1cnn2c1NC(c1ccco1)CC2C(F)(F)F (stereo not drawn),-6,102,-0.2,-2,1.5,0,-5,1.1,100,0
CC(Sc1nnc(COc2ccc3ccccc3c2)n1C)C(=O)O (stereo not drawn),-8,111,-0.3,0,1.3,-10,-7,0.8,110,-11
Cc1cc(N2CCCCC2)nc2ccc(NC(=O)c3ccc(Br)o3)cc12,17,86,-0.2,3,0.2,22,-5,0.77,102,-2
COc1ccc(NC(=O)Nc2ccc3c(c2)CCC3)cc1OC,-20,101,-0.1,-1,-1.6,2,-7,1.3,116,-18
Cc1cc(C)c2c(n1)nn1c(N3CCN(c4ccccc4C)CC3)cc(C)nc21,-5,97,0.2,6,3.2,8,/,/,98,3
C=CCn1c(SCc2ccc(C(=O)OC)cc2)nnc1-c1sc(N)nc1C,-8,100,-0.6,-4,-0.2,4,0,1.2,95,5

# Of the compounds above, 4 have fluorine:
SMILES,APP 5'UTR act,STAT3 act,Hsp70 act,TLR4 MyD88 comp,Redox H2O2 prof,STAT3 inh,HMGR II inh,NF-kB expr up,STAT1 activator,STAT1 blocker
Cc1ccc(F)c(NC(=O)c2ccc(Cn3cc(Cl)cn3)cc2)c1,23,93,-0.2,-1,0.1,13,-1,1.2,98,-1
COc1ccccc1C(C)NCC(=O)Nc1c(F)cccc1F (stereo not drawn),13,106,0.0,-16,0.7,-1,1,0.88,102,-5
CC(C)CNC(=O)Nc1ccc(F)c(Cl)c1,9,92,0.0,-4,-1.1,17,-5,1.2,113,-14
COCCNC(=O)c1cnn2c1NC(c1ccco1)CC2C(F)(F)F (stereo not drawn),-6,102,-0.2,-2,1.5,0,-5,1.1,100,0

# Additional entries follow:
SMILES,APP 5'UTR act,STAT3 act,Hsp70 act,TLR4 MyD88 comp,Redox H2O2 prof,STAT3 inh,HMGR II inh,NF-kB expr up,STAT1 activator,STAT1 blocker
Cc1cc(NC(=O)CSc2nc(CCC3CCCC3)nc3ccccc23)no1,8,103,-0.4,7,3.4,3,1,1.2,102,-3
O=C(c1ccccc1NS(=O)(=O)c1cccc2cccnc12)N1CCOCC1,-6,98,-0.2,-11,0.3,8,-3,1.1,99,3
O=C(/C=C/c1ccccc1)NCCN1CCOCC1,-7,95,-0.1,-12,-0.2,6,-8,1.1,111,-12
CCCC(C)NCC(=O)Nc1ccccc1-c1ccccc1 (stereo not drawn),4,101,-0.2,-11,0.5,0,4,1.1,96,4
c1ccc2c(-c3cc(C4CCNCC4)[nH]n3)cccc2c1,10,99,-0.1,7,-0.7,6,4,0.85,104,-4
Cc1nn(-c2ccccn2)c2nc(-c3cccs3)cc(C(=O)NCc3ccco3)c12,-5,84,0.0,12,0.3,22,-1,0.54,106,-6
Cc1cc(/C=N/NC(N)=S)c(C)n1-c1cccc(Cl)c1,-8,97,-0.3,-3,0.3,11,-5,1.1,99,-1
O=C(c1cc2sccc2n1Cc1ccc(F)cc1)N1CCc2ccccc21,10,122,-0.4,3,1.2,-25,-4,1.5,102,-4
CCCCNC(=O)c1onc(CSc2ccc(C(C)C)cc2)c1C(=O)O,-2,111,-0.3,-11,-8.8,-4,-2,1.1,100,0
CN1CCN(c2oc(COc3ccc(-c4ccccc4)cc3)nc2C#N)CC1,-3,97,-0.5,8,2.4,8,-2,0.69,101,-1
CCNC(=O)COc1ccc(S(=O)(=O)Nc2ccccc2)cc1,13,93,-0.3,12,-0.1,15,-3,1,102,-2
CC(C)(C)c1ccc(C(=O)Nc2ccc(N3CCOCC3)cc2)cc1,1,79,0.1,0,-0.5,28,-3,0.73,104,-4
CC(=NC(C)C)C1=C(O)CCC1=O,39,113,-0.2,-4,0.8,-9,1,1.2,103,-4
O=C(COC(=O)c1ccccc1Br)NCc1ccccc1,14,99,-0.3,3,0.5,4,-9,1.3,100,0
Cc1ccc(-c2nnc(N3CCN(C(=O)Cn4c(=O)n(C)c5ccccc54)CC3)c3ccccc23)cc1,1,99,-0.6,-5,-0.2,1,-5,0.86,91,11
CCOC(=O)c1ccc(Nc2ncnc3ccc(C)cc23)cc1,18,93,-0.1,9,0.2,10,-3,0.95,96,4
Cc1nc(NC2=NCN(CCN3CCOCC3)CN2)nc2c(C)cccc12,36,176*,0.7,-15,3.7,-89,/,/,100,0
C[N+](C)(C)CCCC(=O)c1ccc2c(c1)OCO2,1,105,0.4,-3,-3.2,-2,-7,1,106,-7
Cc1cc(NC(=O)COc2cccc(Oc3ccccc3)c2)no1,-12,94,-0.2,23,2.2,11,0,1.2,108,-8
COc1ccccc1C(=O)Nc1nnn(C)n1,8,92,-0.1,0,-0.4,15,-4,1.7,96,5
CCN(CC)S(=O)(=O)c1ccc(N=Nc2c(C)[nH]n(C(N)=S)c2=O)cc1,22,105,0.3,2,-0.5,-3,-5,1.7,116,-24
CCCCN(CCCC)S(=O)(=O)c1ccc(NS(=O)(=O)c2ccc(NC(C)=O)cc2)cc1,0,96,-0.3,2,-0.1,2,-2,1.2,94,6
O=C(Cn1cc(C(=O)c2cccs2)c2ccccc21)NCc1cccs1,23,112,0.0,-5,0.7,-11,1,1.2,110,-11
COc1cccc(/C(O)=C/c2nc3ccc(C(=O)NCCc4cccc(C)c4)cc3[nH]c2=O)c1,12,108,-0.1,-12,0.4,-6,-3,1.1,113,-14
[O-][n+]1onc2c1CCc1c-2nn(-c2ccccc2Cl)[n+]1[O-],12,86,0.0,7,3.5,18,8,0.47,76,26
# (further entries)
SMILES,APP 5'UTR act,STAT3 act,Hsp70 act,TLR4 MyD88 comp,Redox H2O2 prof,STAT3 inh,HMGR II inh,NF-kB expr up,STAT1 activator,STAT1 blocker
COc1ccc(OC)c(NC(=O)CSc2nnc(C3CCCCC3)o2)c1,-7,95,0.2,-3,-1.8,10,-3,1.2,93,7
COc1ccc2[nH]c3c(c2c1)CCn1c-3nc2ccccc2c1=O,184*,61,-0.2,5,-2.8,51*,0,5.5*,153*,-55
COC(=O)c1cc(NC(=O)c2ccc(-c3ccccc3)cc2)ccc1Cl,-2,95,-0.4,12,-0.6,8,-3,1.7,99,1
CN(C(=O)C1CCCO1)c1nnc(-c2ccncc2)s1 (stereo not drawn),18,99,-0.1,-7,3.1,5,0,0.9,101,-1
COCCNc1nc2nonc2nc1NC(C)c1ccccc1Cl (stereo not drawn),-22,103,-0.4,-2,-0.3,2,2,1,103,-3
CC(=O)c1cc(NC(=O)c2cccc(C(F)(F)F)c2)c(=O)oc1C,1,99,-0.1,-1,-1.4,3,-1,1.3,95,5
COc1ccc(C2=NOC(CN3C(=O)c4ccccc4S3(=O)=O)C2)cc1 (stereo not drawn),137*,90,0.7,3,0.3,15,-3,5.5*,148*,-50
CCCCN=CC1=C(O)C(C(=O)OC)C(C)(C)CC1=O (stereo not drawn),-4,98,0.1,0,-1.8,8,-1,0.97,95,5
COc1ccc(-c2nnc(SCC(=O)c3cccs3)o2)c(OC)c1,142*,116,0.5,17,2.2,-7,-2,5.2*,126,-29
Cc1occc1C(=O)NCc1ccco1,-13,94,-0.3,-8,-0.4,9,-2,1.2,93,8
O=C(c1ccco1)N1CCN(Cc2cccc([N+](=O)[O-])c2)CC1,-10,97,-0.1,-5,-0.9,5,-4,1,94,6
CCC(=O)Nc1nc2ccccc2n1CCN(CC)CC,22,103,-0.4,-8,0.0,0,2,0.96,96,4
O=C(Cc1cccs1)Nc1ccc(-c2nnc(-c3ccccc3)o2)cc1,9,97,-0.1,5,1.3,14,/,/,100,0
C/C(CC(=O)NCCCN1CCOCC1)=N\NC(=O)COc1ccc(C)cc1,-6,107,0.3,-14,0.1,-6,4,1.1,96,5
C/C(=N\NC(=O)c1ccc(Cl)cc1)c1cccs1,128,52,-0.3,1,-0.4,59*,9,5.4*,75,26
COc1ccc2c(CC(=O)NCC3CCC(C(=O)O)CC3)cc(=O)oc2c1 (stereo not drawn),-7,95,-0.2,-6,2.2,10,0,1.1,102,-2
Cc1cc(SCC(=O)NCCN2C(=O)CSC2=O)nc2c(C)cccc12,5,102,-0.6,-14,0.0,-5,2,1,103,-3

# From PubChem BioAssay
